Compound activity (PubChem)
PNC assembly inh: blocks assembly of the perinucleolar compartment; PC3M PTB-GFP, PNC prevalence imaging, 16 h; hits give low values; activity change (PNC), negative = inhibition, % at 10 µM; hit rate 3.1% among 140,000;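 active means readout at or below -70, meaning at least 70% loss of cells showing the perinucleolar compartment, a nuclear body marking cancer cells; inconclusive means readout between -30 and a set limit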;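 further: plate controls were DMSO wells for no effect and camptothecin positive control wells for full effect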
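PC3M cells stably expressing PTB-GFP, 750–1000 cells/well, treated 16 h at 37 °C with compound (23 nl of library stock), in duplicate. After paraformaldehyde fixation and Hoechst stain, imaged at 20x; PNC prevalence scored by image analysis.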
IMPase cell inh: membrane-permeable compound that blocks inositol monophosphatase. P97697. CHO-M1 cells, IP1 accumulation, HTRF TR-FRET ratio. inhibition (IP1 accumulation), % at 46.1 µM. 120,000 tested, under 10 active. AID 901; active means well fitted curve in the direction sought with a large enough effect in the signal ratio, not every such curve was filed as active; inconclusive means small, poorly fitted or top-dose-only effect, or a change in a side signal; inactive means no such curve, though single readings can be large or run the other way; the % refers to the signal ratio;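 further: cells stimulated with carbachol in lithium chloride buffer; plate controls were DMSO basal wells for no effect and reference inhibitor wells for full effect; higher means more IMPase inhibition seen as more IP1 and lower FRET ratio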
Target sequence (P97697 whole entry, looked up): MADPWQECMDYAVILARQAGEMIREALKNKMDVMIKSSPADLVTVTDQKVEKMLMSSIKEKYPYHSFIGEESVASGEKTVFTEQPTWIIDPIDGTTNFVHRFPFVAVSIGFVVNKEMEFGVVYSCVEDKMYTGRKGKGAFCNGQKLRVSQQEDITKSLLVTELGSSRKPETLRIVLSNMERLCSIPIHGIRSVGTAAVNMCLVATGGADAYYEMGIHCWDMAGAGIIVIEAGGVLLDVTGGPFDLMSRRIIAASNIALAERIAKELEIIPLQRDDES
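Seeded CHO-M1 cells were dosed with compound at up to 46 uM, stimulated with carbachol for 30 min, then lysed in IP-One detection reagents. Higher IP1 lowers the TR-FRET signal.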
15-hLO-2 inh: inhibitors of human 15-lipoxygenase 2 (ALOX15B) | O15296 | purified 15hLO-2, xylenol orange hydroperoxide absorbance | Potency, µM (highest dose often 57.1 µM), without a hit: top-dose activity change, negative = inhibition, most hits filed as inhibitors | hit rate 0.56% among 110,000; further: potency means the concentration at half of the fitted maximal effect; nearly all actives have a fitted effect of over 60% in size; many of its hits are not listed in these tables
Target sequence (O15296 whole entry, looked up): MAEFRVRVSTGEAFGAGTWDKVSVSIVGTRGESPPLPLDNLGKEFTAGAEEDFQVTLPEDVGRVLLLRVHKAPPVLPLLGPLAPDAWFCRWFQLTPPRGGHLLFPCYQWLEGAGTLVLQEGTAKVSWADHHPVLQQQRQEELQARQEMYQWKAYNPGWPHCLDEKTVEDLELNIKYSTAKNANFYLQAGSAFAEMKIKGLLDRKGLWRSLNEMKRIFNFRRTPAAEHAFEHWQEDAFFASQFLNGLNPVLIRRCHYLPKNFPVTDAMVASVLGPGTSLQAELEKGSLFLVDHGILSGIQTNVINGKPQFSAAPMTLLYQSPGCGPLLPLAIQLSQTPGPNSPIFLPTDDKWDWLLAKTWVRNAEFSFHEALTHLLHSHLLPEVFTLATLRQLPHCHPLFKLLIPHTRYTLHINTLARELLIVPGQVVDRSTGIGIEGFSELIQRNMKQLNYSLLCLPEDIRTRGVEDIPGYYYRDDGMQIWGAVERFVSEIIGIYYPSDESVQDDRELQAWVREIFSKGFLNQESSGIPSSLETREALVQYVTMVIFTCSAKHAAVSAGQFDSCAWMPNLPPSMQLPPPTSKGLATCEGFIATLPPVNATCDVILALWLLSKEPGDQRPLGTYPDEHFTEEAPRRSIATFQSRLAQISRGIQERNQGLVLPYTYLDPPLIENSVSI
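Purified human 15hLO-2 (50 nM) preincubated 15 min with compound, then 45 uM arachidonic acid for 90 min at RT in 25 mM Hepes pH 7.5, 0.01% Triton X-100. Hydroperoxide detected by Fe-xylenol orange; 573/405 nm absorbance ratio.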
ALOX12 inhib: blocks human 12-lipoxygenase activity | P18054 | AID 1452 | hit rate 0.12% among 150,000 | Potency, µM (highest dose often 57.1 µM), for the others: top-dose activity change, negative = inhibition, actives largely listed as inhibitors | purified 12-hLO, xylenol orange hydroperoxide absorbance; further: potency means the concentration at half of the fitted maximal effect; nearly all actives have a fitted effect of over 55% in size; many of its hits are not listed in these tables
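Hydroperoxide output read as Fe(III)-xylenol orange absorbance, 573-to-405 nm ratio, after 30 min reaction with 40 uM arachidonic acid. Enzyme: 150 nM purified human 12hLO, 15 min compound preincubation; 25 mM Hepes pH 7.0, room temperature.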
* = called active by the depositor; ? = inconclusive; . = no result given; [ ] = remark or other dose. Unless noted, the call rests on the fitted dose curve; in most records, active means well fitted curve in the direction sought with a large enough effect; inconclusive means small, poorly fitted or top-dose-only effect, or another doubt; inactive means no such curve, though single readings can be large; an effect the other way counts as inactive or inconclusive. Unless noted, on the % scale 0 is the no-effect control and ±100 the full control effect.

Sequence of screens: PNC assembly inh | IMPase cell inh | 15-hLO-2 inh | ALOX12 inhib
1. Cc1cc(NC(=O)CCCC(=O)OCC(F)(F)C(F)F)cc(C)c1C(=O)O
  24 | 0 | . | 6%
2. COc1ccc(OC)c(NC(=O)N[C@@H](Cc2ccccc2)C(=O)O)c1
  -9 | ? | -5% | -8%
3. CNC(=O)c1nnn(-c2ccccc2)c1C(=O)NC
  21 | -1 | 0% | -2%
4. Cn1nc(-c2ccc(C(=O)N3CCN(Cc4ccccc4)CC3)cc2)c2ccccc2c1=O
  4 | 3 | 4% | 5%
5. CCc1ccc(NS(=O)(=O)c2ccc3[nH]cc(C(=O)N4CCc5ccccc54)c(=O)c3c2)cc1
  ? | -16 | . | -4%
6. COCCn1c(-c2ccc(OC)cc2)nc2oc3cc(OC)ccc3c(=O)c2c1=O
  26 | -5 | . | 0%
7. CCOC(=O)C1=C(O)/C(=C/c2ccc(OCC(=O)O)c(OC)c2)SC1=Nc1ccc(OCC)cc1
  5 | . | . | 2%
8. O=C(Nc1ccccc1)/C(=C/c1cccc(Br)c1)NC(=O)c1ccco1
  -5 | -8 | . | 1%
9. CCc1ccc(NC(=S)NC2CC3CCC(C2)N3Cc2ccco2)cc1 (stereo not given)
  -1 | 10 | 11% | -1%
10. O=C(Cc1ccccc1)Nc1ccc(CN2CCOCC2)cc1
  11 | -3 | 7%[2.29 µM] | 4%
11. N#CCSc1nnc(Nc2ccccc2)s1
  20 | 4 | -12% | 0%
12. S=c1[nH]nc(-c2cccnc2)n1Cc1ccccc1
  37 | -5 | 15% | 20%
13. Cc1cc(C)cc(OCC(=O)NC2=NCCS2)c1
  -14 | 5 | -2% | -3%
14. COc1cccc(C(=O)Nc2cc([N+](=O)[O-])ccc2N2CCN(C)CC2)c1
  7 | -2 | 7% | -2%
15. O=S(=O)(c1cnc[nH]1)N1CCN(c2ccccc2)CC1
  -17 | -10 | 3% | 3%
16. C/C(=N/OCC(=O)Nc1ccc(C)cc1C)c1cccs1
  31 | 0 | -11% | -1%
17. CC(C)(C)NC(=O)C(c1ccc(OCC(N)=O)cc1)N(C(=O)c1cccnc1)C1CC1 (stereo not given)
  37 | 4 | 12% | -3%
18. CC1CCC/C(=C\Nc2ccccc2C(=O)O)C1=O (stereo not given)
  3 | 1 | 5% | -4%
19. COc1ccccc1OCc1ccc(C(=O)OCC2CCCO2)o1 (stereo not given)
  ? | 0 | 0% | 7%
20. COC(=O)Cc1ccc(N(Cc2ccccc2F)S(=O)(=O)c2ccc(C)cc2)cc1
  -9 | . | . | -5%
21. Cn1c(=S)c2[nH]c(SCCCc3ccccc3)nc2n(C)c1=O
  . | . | -14%[11.4 µM] | -3%[11.4 µM]
22. CCOC(=O)CSC(=S)NC(=O)c1ccc(OC)cc1
  5 | . | . | -1%
23. NC(=O)C1CCN(c2ccc(C(F)(F)F)cc2[N+](=O)[O-])CC1
  24 | 4 | -4% | -2%
24. CCOC(=O)c1c(NC(=O)C(C)S(=O)(=O)c2cn(CC)c3ccccc23)sc2c1CCCC2 (stereo not given)
  0 | . | . | 2%
25. COc1ccc(-c2nnc3sc(COc4ccccc4)nn23)cc1
  35 | 3 | -3% | -2%
26. CCC(=O)Nc1ccc(C(=O)NNC(=O)COc2cc(C)ccc2C)cc1
  23 | . | . | 1%
27. Cc1cc(Br)ccc1SCC(=O)OCC(=O)NC(C)c1ccccc1 (stereo not given)
  64 | . | . | 3%
28. Cc1ccc(NC(=O)[C@@H]2CCCN2S(=O)(=O)c2ccccc2F)cc1S(=O)(=O)N1CCOCC1
  ? | . | . | 1%
29. CSc1nc(NC(C)(C)C)nc(Oc2ccc(=O)n(C)n2)n1
  -20 | 0 | -7% | 1%
30. CCOC(=O)c1ccc2nc(C(F)(F)F)[nH]c(=O)c2c1
  ? | 0 | -2% | -2%

Reprinted from the part before: six entries; new compounds follow.
Sequence of screens: PNC assembly inh | IMPase cell inh | 15-hLO-2 inh | ALOX12 inhib
25. COc1ccc(-c2nnc3sc(COc4ccccc4)nn23)cc1
  35 | 3 | -3% | -2%
26. CCC(=O)Nc1ccc(C(=O)NNC(=O)COc2cc(C)ccc2C)cc1
  23 | . | . | 1%
27. Cc1cc(Br)ccc1SCC(=O)OCC(=O)NC(C)c1ccccc1 (stereo not given)
  64 | . | . | 3%
28. Cc1ccc(NC(=O)[C@@H]2CCCN2S(=O)(=O)c2ccccc2F)cc1S(=O)(=O)N1CCOCC1
  ? | . | . | 1%
29. CSc1nc(NC(C)(C)C)nc(Oc2ccc(=O)n(C)n2)n1
  -20 | 0 | -7% | 1%
30. CCOC(=O)c1ccc2nc(C(F)(F)F)[nH]c(=O)c2c1
  ? | 0 | -2% | -2%
31. CN=Cc1sc2ccccc2c1O
  -25 | 22 | -30% | -5%
32. COc1ccc(C(CC(=O)Nc2cc([N+](=O)[O-])ccc2OC)c2ccccc2)cc1 (stereo not given)
  ? | 2 | . | -4%
33. Cc1nc2ccccc2c(=O)n1/N=C/c1ccc(O)cc1
  -19 | 3 | -5% | 0%
34. O=C(O)c1ccc(-c2ccccc2)[nH]1
  -6 | 17 | -2% | -6%
35. CC(=O)c1c(NC(=O)C(C)C)nc(C)nc1-c1ccccc1
  21 | 1 | 2% | 3%
36. CSc1ccc(NC(=O)NCCCN2CCN(c3ccccc3F)CC2)cc1
  -15 | 8 | 60%[activator] | -3%
37. COc1ccc(CCNC(=O)Cn2nnc(-c3ccccc3F)n2)cc1OC
  2 | 8 | 6% | 2%
38. C#CCOC(=O)C(NC(=O)c1ccccc1)=C1CCCCC1
  -18 | -6 | 2% | -2%
39. C(=C\c1ccccc1)/CSc1nnc(-c2ccccn2)n1Cc1ccco1
  ? | 6 | -10% | -12%
40. O=C1C(NS(=O)(=O)c2ccc(Cl)cc2)=C(N2CCCCC2)C(=O)c2ccccc21
  ? | 20 | . | -4%
41. Cc1ccc(OCc2nc(-c3ccccn3)no2)cc1
  -1 | 7 | 5% | 1%
42. Cn1c(SCC(=O)Nc2cccc(F)c2)nnc1-c1cc2ccccc2o1
  ? | -1 | -2% | -1%
43. Clc1ncnc2scc(-c3ccc(Br)cc3)c12
  89 | . | . | -2%
44. O=C(Cn1c(C(=O)N2CCN(C3CCCC3)CC2)cc2sccc21)c1ccccc1
  -122* | 4 | 15% | -6%
45. O=C1C(Cl)=C(NCCN2CCOCC2)C(=O)c2ncccc21
  . | . | 0% | -8%
46. CCC(C#CCN1CCCCC1)(CC)OCCC#N
  4 | 22 | . | 5%
47. CCN(CC)c1ccc2cc(-c3nnc(-c4ccncc4)o3)c(=O)oc2c1
  -119* | 4 | 9%[2.29 µM] | 5%
48. Cc1cc(/C=C2\SC(=Nc3ccc(N4CCOCC4)cc3)N(C)C2=O)c(C)n1-c1cccnc1
  -28 | 0 | . | 2%
49. COc1ccc(NC(=O)C(c2cc3c(cc2[N+](=O)[O-])OCO3)N(C)c2ccccc2)cc1 (stereo not given)
  -26 | . | . | -2%
50. Cc1nnc(SCC(=O)Nc2nc(-c3ccccc3)cs2)n1N
  12 | -2 | 3% | -5%
51. O=C(CN1CCCC1)NC1C2CC3CC(C2)CC1C3 (stereo not given)
  0 | 1 | 10% | -3%
52. CC(C)Cc1[nH]c(=O)c(C#N)c2c1CCCC2
  -6 | -7 | -2% | 0%
53. CC1CCCN(C(=O)c2ccc3nc[nH]c3c2)C1 (stereo not given)
  38 | 4 | -8% | 5%
54. COc1cc(C)ccc1OCCOc1cc(C)ccc1Cl
  -11 | 17 | 16µM* | ?
55. Cn1cccc1C(=O)NC(=O)CSc1cccc[n+]1[O-]
  -95* | -5 | -8% | -5%
56. O=C1CC(c2ccccc2)CC2=C1CN(C1CCCCC1)CN2 (stereo not given)
  50 | 5 | -4% | -8%
57. O=C(CN1CCN(S(=O)(=O)c2ccccc2)CC1)Nc1ccc(Cl)c(Cl)c1
  33 | 1 | 20% | -9%
58. Cn1c(N2CCCC2)nc2c1c(=O)n(Cc1ccc(Cl)cc1)c(=O)n2C
  17 | -14 | -6% | -6%
59. CCOc1ccccc1NC(=O)COC(=O)CSc1ccc(Cl)cc1
  -18 | . | . | -6%
60. C=CCNC(=S)Nc1sc2c(c1C(=O)OCC)CC(C)(CC)OC2 (stereo not given)
  -100* | . | . | -10%
61. COc1ccc(C2c3ccc4ccccc4c3Oc3ncn4nc(Cc5ccccc5)nc4c32)cc1OC (stereo not given)
  24 | . | . | 2%
62. CN(C)c1ccc(/C=C2/C(=O)N(c3ccc([N+](=O)[O-])cc3)N=C2N2CCOCC2)cc1
  37 | 0 | ? | -8%
63. O=C(CCCNC(=O)/C(=C\c1ccccc1F)NC(=O)c1ccccc1)OCc1ccccc1
  3 | -4 | . | 5%
64. CCC1(C)COC2(OC1)C(=O)Nc1ccccc12 (stereo not given)
  ? | -8 | -2% | 0%
65. O=C(CSc1nnnn1C1CCCCC1)N1CCCC1
  -30 | 7 | -4% | 0%
66. CC1(C)CC(NC(=O)Cc2ccccc2[N+](=O)[O-])CC(C)(C)N1
  -29 | . | . | -1%
67. Cc1ccccc1NC(=O)C1CCCN1S(=O)(=O)c1ccc2c(c1)n(C)c(=O)c(=O)n2C (stereo not given)
  58 | . | . | 5%
68. COc1ccc(-c2[nH]ncc2-c2cnc(C)s2)c(O)c1
  -8 | -1 | 4% | -8%
69. CC(C)CNC(=O)c1nc(-c2ccccc2)n(-c2ccccc2)n1
  ? | 5 | 14% | -8%
70. CCc1c(C)sc(NC(=O)c2cnn3cccnc23)c1C#N
  ? | 11 | -11% | 4%
71. Cc1ccc(S(=O)(=O)N2CCCC(C(=O)NCCCN3CCCCC3C)C2)cc1 (stereo not given)
  22 | 5 | 6% | -1%
72. COc1cccc(CN2CCC(C(=O)N3CCN(c4ccccc4F)CC3)CC2)c1
  18 | . | . | -4%
73. COc1ccccc1OC1OC2COC(c3ccco3)OC2C(O)C1NC(C)=O (stereo not given)
  -27 | 5 | . | 1%
74. O=C(NCc1cccs1)Nc1ccc(Cl)cc1
  -25 | 13 | . | -7%
75. O=C(NCCN1CCCCCC1)c1ccc(CS(=O)(=O)c2ccc(Br)cc2)o1
  4 | 14 | . | -8%

Results in sequence from the list:
Entries 62–66 in ALOX12 inhib, in turn: -8%, 5%, 0%, 0%, -1%

Look-ups from the entries so far:
entry 64 | 15-hLO-2 inh: -2%
entry 73 | IMPase cell inh: 5
entry 68 | PNC assembly inh: -8
entry 62 | IMPase cell inh: 0
entry 71 | 15-hLO-2 inh: 6%
entry 65 | 15-hLO-2 inh: -4%
entry 69 | IMPase cell inh: 5

One compound at a time (already shown):
COc1cccc(CN2CCC(C(=O)N3CCN(c4ccccc4F)CC3)CC2)c1 as listed: PNC assembly inh = 18; IMPase cell inh = .; 15-hLO-2 inh = .; ALOX12 inhib = -4%
O=C(NCCN1CCCCCC1)c1ccc(CS(=O)(=O)c2ccc(Br)cc2)o1 as listed: PNC assembly inh = 4; IMPase cell inh = 14; 15-hLO-2 inh = .; ALOX12 inhib = -8%
O=C(CSc1nnnn1C1CCCCC1)N1CCCC1 as listed: PNC assembly inh = -30; IMPase cell inh = 7; 15-hLO-2 inh = -4%; ALOX12 inhib = 0%

An excerpt; count on the stated rates, not on these rows.
